TMEM16A act: activates or potentiates the mouse TMEM16A chloride channel; Q8BHY3; HEK293 TMEM16A/YFP-H148Q/I152L, iodide quench fluorescence; active compounds read low; B-score at 10 µM; actives 0.3% (n = 340,000); AID 623877;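 active = fluorescence-ratio B-score plate-corrected deviation score at least 3 library SD below zero, with starting fluorescence score within 5 deviations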;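 also: channel opened by trigger with iodide after compound preincubation; score built on the fluorescence ratio of max minus min over baseline; more negative score means more quench and so TMEM16A activation or potentiation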
KCNQ1 pot: human KCNQ1 channel potentiation or activation; B-score at 10 µM; actives 0.35% (n = 310,000); P51787; AID 2648; CHO-K1 KCNQ1, thallium flux FluxOR fluorescence; active compounds read high;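 active = fluorescence ratio B-score, a plate-corrected score, at least three library SD, with initial intensity B-score within 5 SD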
Target sequence (P51787 whole entry, looked up): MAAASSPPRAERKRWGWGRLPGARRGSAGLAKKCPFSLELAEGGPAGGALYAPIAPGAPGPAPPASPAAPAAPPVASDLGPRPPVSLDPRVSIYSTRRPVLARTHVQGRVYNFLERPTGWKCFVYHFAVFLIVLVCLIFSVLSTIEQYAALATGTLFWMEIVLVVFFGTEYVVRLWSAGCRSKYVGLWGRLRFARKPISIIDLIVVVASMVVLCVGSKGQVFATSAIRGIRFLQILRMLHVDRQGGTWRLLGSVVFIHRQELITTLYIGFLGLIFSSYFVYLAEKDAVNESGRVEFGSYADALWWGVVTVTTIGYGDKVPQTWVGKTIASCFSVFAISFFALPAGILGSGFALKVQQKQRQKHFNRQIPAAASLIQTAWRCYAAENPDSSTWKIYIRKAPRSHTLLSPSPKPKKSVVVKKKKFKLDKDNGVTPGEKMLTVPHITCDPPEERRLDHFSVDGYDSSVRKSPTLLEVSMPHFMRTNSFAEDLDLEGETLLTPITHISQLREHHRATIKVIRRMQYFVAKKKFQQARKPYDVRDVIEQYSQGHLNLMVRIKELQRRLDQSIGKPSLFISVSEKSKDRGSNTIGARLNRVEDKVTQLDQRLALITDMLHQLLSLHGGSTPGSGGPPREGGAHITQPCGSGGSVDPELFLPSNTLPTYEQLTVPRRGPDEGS
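Assay system: CHO-K1 cells stably expressing KCNQ1; Medium: assay buffer with matched DMSO; Also added: K+/Tl+ depolarizing stimulus; Dosing: single dose; Timing: dye 90 min, compound 20 min, room temperature; Measured by: kinetic FluxOR thallium fluorescence, 10-s 1-Hz baseline, 110-s post-stimulus read; Read-out: peak-minus-minimum fluorescence over initial fluorescence, negative-control normalized, B-scored.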
RGS4 pot: potentiators or activators of RGS4. HEK293 M3R/inducible RGS4, carbachol calcium flux Fluo4; active compounds read low. B-score at 10 µM. actives 0.92% (n = 310,000);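 active = B-score of the integrated calcium signal more than 4 SD below the library mean, with starting fluorescence not abnormally high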;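 also: negative B-score means reduced calcium response which marks RGS4 activation or potentiation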
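System: HEK293 FlpIn-TREx cells, stable M3R, doxycycline-inducible RGS4. Timing: overnight RGS4 induction, 30 min dye load 37 °C, 20 min compound RT. Also added: carbachol, ECmax concentration. Measured by: Fluo4 fluorescence kinetic imaging of calcium. Evaluation: integrated calcium ratio converted to B score.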
RGS4 inh: inhibitors of human RGS4; P49798; HEK293 M3R/RGS4 inducible, Fluo-4 calcium flux; active compounds read high; triggered by carbachol at its EC20; B-score at 10 µM; actives 0.45% (n = 310,000); AID 463165;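 active = B-score, a plate-corrected calcium signal, over three deviations above library mean, with baseline fluorescence within five deviations of library mean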;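 also: RGS4 expression induced by doxycycline in cells with stable M3 receptor; B-score is computed from the integrated fluorescence ratio over baseline after carbachol; higher B-score means a larger calcium signal and so more RGS4 inhibition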
SKKanGAS inh: SKKanGAS growth inhibition; S. pyogenes SKKanGAS, kanamycin growth, BacTiter-Glo, 6 h; inhibition, % at 7.5 µM; actives 1.3% (n = 300,000); AID 1662;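 active = mean replicate score, as percent of positive control median, at least 50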;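 also: strain carries kanamycin resistance gene driven by streptokinase promoter and grows in 40 µg/ml kanamycin; loss of luminescence reflects streptokinase promoter inhibition or plain growth inhibition; 0% = median of DMSO wells and 100% = positive control at its reference dose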
KCNQ1 block: inhibitors of human KCNQ1 potassium channel | P51787 | CHO-K1 KCNQ1, FluxOR thallium flux fluorescence; active compounds read high | B-score at 10 µM | actives 1.3% (n = 310,000) | AID 2642;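 active = compounds whose thallium flux B-score, printed positive for inhibition, exceeds three library SD while starting fluorescence stays within three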;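 also: channel opened by potassium depolarization with thallium stimulus after 20 min compound exposure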
KCNK3 inh: human KCNK3 channel inhibition, primary screen; CHO-KCNK3 thallium flux, FluxOR fluorescence; active compounds read low; B-score at 10 µM; actives 0.84% (n = 340,000); AID 602410;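 active = B-score under library mean minus 4 SD, starting fluorescence ratio at most library mean plus 5 SD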;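 also: more negative B-score means stronger inhibition of thallium flux through KCNK3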
Target sequence (O14649 whole entry, looked up): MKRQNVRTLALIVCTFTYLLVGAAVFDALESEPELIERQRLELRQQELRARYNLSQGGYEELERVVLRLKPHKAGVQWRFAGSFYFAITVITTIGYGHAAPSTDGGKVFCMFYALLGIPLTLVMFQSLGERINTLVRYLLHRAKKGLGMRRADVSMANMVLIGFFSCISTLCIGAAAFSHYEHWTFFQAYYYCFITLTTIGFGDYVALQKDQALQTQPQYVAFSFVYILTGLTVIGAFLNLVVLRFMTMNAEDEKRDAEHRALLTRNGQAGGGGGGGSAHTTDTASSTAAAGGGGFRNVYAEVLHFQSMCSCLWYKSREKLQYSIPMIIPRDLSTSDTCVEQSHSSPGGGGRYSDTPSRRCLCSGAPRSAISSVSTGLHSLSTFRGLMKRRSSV
HDAC3 inh: inhibitors of human histone deacetylase 3; recombinant HDAC3, fluorogenic peptide/trypsin coupled, fluorescence; inhibition, % at 8.3 µM; actives 0.15% (n = 320,000); in the data active = inhibition above about 26%, passing the limit was not always enough
KCNK9 inh: inhibitors of human KCNK9 two-pore domain potassium channel | Q9NPC2 | HEK293 KCNK9, FluxOR thallium flux fluorescence; active compounds read low | B-score at 10 µM | actives 1.2% (n = 310,000) | AID 488922;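 active = ratio B-score over 3 SD below the library mean, with starting fluorescence within 5 SD of its mean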;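 also: negative B-score means less thallium flux so channel inhibition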
ANO1 block: inhibitors of mouse TMEM16A calcium-activated chloride channel. Q8BHY3. actives 1.2% (n = 310,000). AID 588511. HEK293 TMEM16A/YFP iodide influx fluorescence, ionomycin. normalized B-score (activity score, 25-100; higher = stronger inhibition) at 10 µM;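 active = ratio plate-corrected score three or more library SD toward inhibition, starting fluorescence score within five deviations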;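 also: score derived from kinetic fluorescence span divided by baseline fluorescence per well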
hERG rescue: hERG (human) protection from proarrhythmic block; Q12809; CHO-hERG, FluxOR thallium flux, dofetilide IC70 present; activation (rescue from dofetilide block), less the hit threshold, % at 10 µM; actives 0.51% (n = 310,000);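 active = activation above the mean of controls blocked by dofetilide plus 5 SD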;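 also: thallium influx through hERG after potassium depolarization seen as dye fluorescence rise; in these data hits start at about 4.7%; inactives centre near -7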
* = called active by the depositor; i = inactive; / = no result given.

cpd	mol	TMEM16A act	KCNQ1 pot	RGS4 pot	RGS4 inh	SKKanGAS inh	KCNQ1 block	KCNK3 inh	HDAC3 inh	KCNK9 inh	ANO1 block	hERG rescue
1	O=C(CNCCO)N1CCc2ccccc21	i	i	i	i	4	i	i	/	i	i	-5
2	O=C(c1ccccc1)c1ccc(OCC(O)CNCc2ccc(Cl)cc2)cc1 (stereo not given)	i	i	i	i	14	i	i	/	i	i	-16
3	O=C(CSc1nc2ccc([N+](=O)[O-])cc2[nH]1)NC1CCCCCC1	i	i	i	i	-6	14*	i	3	i	100*	-12
4	CN(C)c1ccc(/C=N/O)cc1	i	i	i	i	0	i	i	1	i	i	-3
5	O=C(N[C@@H](c1ccccc1)[C@@H]1C[C@H]1C(=O)NCc1ccccn1)OCc1ccccc1	i	i	i	i	7	i	i	4	i	i	-11
6	CC12CCC(C1)C(C)(C)C2OC(=O)c1ccccc1C(=O)O (stereo not given)	i	i	i	i	0	i	i	/	i	i	-15
7	COc1ccc(CCNC(=O)Cn2ccc3c(OC)cccc3c2=O)cc1OC	i	i	i	i	1	i	i	-2	i	i	-7
8	CN(c1ccccc1)c1nc(N)c([N+](=O)[O-])c(Nc2ccccc2)n1	i	i	i	i	8	i	i	-1	i	i	-2
9	COCCNC(=O)c1onc(CCl)c1C(=O)OC	i	i	i	i	0	i	i	9	i	i	-11
10	Cc1cccc(NC(=O)COc2ccc(Br)cc2)n1	i	i	i	i	-7	i	i	3	i	i	-11

Further results.
cpd	mol	TMEM16A act	KCNQ1 pot	RGS4 pot	RGS4 inh	SKKanGAS inh	KCNQ1 block	KCNK3 inh	HDAC3 inh	KCNK9 inh	ANO1 block	hERG rescue
11	COc1ccc(N2C(=O)C(Cl)=C(Nc3ccc(OC)cc3OC)C2=O)cc1	i	i	i	i	-2	i	i	0	i	i	-9
12	COc1cccc(NC(=O)N2CCCC2C(=O)NCc2ccccc2F)c1 (stereo not given)	i	i	i	i	3	i	i	0	i	i	-16
13	CCCn1c(C2CCCN2c2nc(-c3ccc(OC)cc3)cs2)nc2ccccc21 (stereo not given)	i	i	i	i	7	i	i	-1	i	i	-6
14	CC1CCC(C(C)C)C(OC(=O)C[n+]2cc(-c3ccc(Cl)cc3)n3c2CCCCC3)C1 (stereo not given)	i	i	-11*	i	22	6*	-9.8*	6	i	i	-25
15	Cc1ccccc1C(=O)Nc1ccccc1	i	i	i	i	-3	i	i	0	i	i	-1
16	CCOc1ccccc1C(=O)Nn1c(C2CCC2)nc2ccccc2c1=O	i	i	i	i	-2	i	i	-4	i	i	-7
17	COC(=O)c1cc(NC(=O)c2cc(C(C)(C)C)nn2Cc2cccc(C)c2)ccc1N1CCOCC1	i	i	i	i	10	6*	i	-6	i	i	-13
18	FC(F)(F)c1cnc(N2CCC(=NOCc3ccc(Cl)cc3)CC2)c(Cl)c1	i	i	i	i	26	i	i	2	i	i	-17
19	C[C@@H]1C=C(C(=O)N2CCN(Cc3ccc4c(c3)OCO4)CC2)O[C@H](OCCCCO)C1	i	i	i	i	-4	i	i	-1	i	i	-4
20	Cc1ccc(/C=C/C(=O)Nc2nccs2)o1	i	i	i	i	2	i	i	2	i	i	-5

Next records
cpd	mol	TMEM16A act	KCNQ1 pot	RGS4 pot	RGS4 inh	SKKanGAS inh	KCNQ1 block	KCNK3 inh	HDAC3 inh	KCNK9 inh	ANO1 block	hERG rescue
21	O=C(NCCCCc1ccccc1)c1ccccc1	i	i	i	i	1	i	i	3	i	i	-19
22	CC(Oc1cc(F)ccc1[N+](=O)[O-])C(=O)Nc1ccc(S(=O)(=O)N2CCCC2)cc1 (stereo not given)	i	i	i	i	-11	i	i	4	i	i	-10
23	O=C(c1ccccc1)c1ccc2nc[nH]c2c1	i	i	i	i	-2	i	i	1	i	i	-7
24	Cc1ccc(-n2nnnc2-c2ccccc2Br)cc1	i	i	i	i	-10	i	i	-7	i	i	-4
25	CN(C)C(=O)CN1C(=O)c2cccc3cccc1c23	i	i	i	i	-1	i	i	1	i	i	-7
26	COc1ccc2nc(C)cc(Nc3ccccc3O)c2c1	i	i	i	i	15	i	i	11	i	i	-11
27	O=C1c2cccnc2C(O)N1C1CCCCC1 (stereo not given)	i	i	i	i	-1	i	i	1	i	i	-1
28	CC12CN3CC(C)(CN(C1)C3c1ccccc1)C2O (stereo not given)	i	i	i	i	10	i	i	-4	i	i	-7
29	COc1ccc(OC)c(N(CC(=O)Nc2ccc3c(c2)OCCO3)S(C)(=O)=O)c1	i	i	i	i	-5	i	i	-1	i	i	-3
30	COCCNC(=S)N/N=C(\C)c1ccc(Cl)c(Cl)c1	i	i	i	i	-2	i	i	4	i	i	-2

(listing goes on)
cpd	mol	TMEM16A act	KCNQ1 pot	RGS4 pot	RGS4 inh	SKKanGAS inh	KCNQ1 block	KCNK3 inh	HDAC3 inh	KCNK9 inh	ANO1 block	hERG rescue
31	CCCCCCCCNC(=O)c1cccnc1SCC(=O)Nc1ccccc1OC	i	i	i	i	7	i	i	6	i	i	-9
32	Cc1ccc(Cc2cc(-c3ccc(C)cc3)n[nH]c2=O)cc1	i	i	i	i	17	i	i	12	i	i	-9
33	CC1CC(C)CN(CC(=O)N2c3ccccc3CCc3ccccc32)C1 (stereo not given)	i	i	i	i	-5	i	i	0	i	i	-5
34	Cc1cc(C)c(C)c(OCCOCCN2CCOCC2)c1	i	i	i	i	-10	i	i	-3	i	i	-5
35	COc1cc(NC(=O)CN(C)S(=O)(=O)c2ccc3c(c2)CC(C)N3C(C)=O)cc(OC)c1OC (stereo not given)	i	i	i	i	-7	i	i	0	i	i	-7
36	COc1ccc(C(=O)NCCNc2nc3c(C)cccc3cc2C#N)cc1	i	i	i	i	-5	i	i	-6	i	i	-2
37	Cc1ccc2c(c1)C(C)(C)[C@]1(C)NC(=O)CCN21	i	i	i	i	1	i	i	-2	i	i	-7
38	C/C(CCc1ccccc1)=N\NC(=O)C(=O)Nc1cccc(Cl)c1	i	i	i	i	-6	i	i	3	i	i	-6
39	CC(CC(=O)O)n1nnc2ccccc21 (stereo not given)	i	i	i	i	0	i	i	4	i	i	-16
40	CS(=O)(=O)Nc1ccc(S(=O)(=O)Nc2nccs2)cc1	i	i	i	i	-8	i	i	1	i	i	-4

Further records follow.
cpd	mol	TMEM16A act	KCNQ1 pot	RGS4 pot	RGS4 inh	SKKanGAS inh	KCNQ1 block	KCNK3 inh	HDAC3 inh	KCNK9 inh	ANO1 block	hERG rescue
41	COc1ccc(C(CCNCc2ccc(N(C)C)cc2)C(C)C)cc1 (stereo not given)	i	i	i	i	5	i	i	1	i	i	-16
42	O=C(NC(Cc1ccccc1)c1nc2ccccc2[nH]1)C1CC(=O)N(c2ccc3c(c2)OCCO3)C1 (stereo not given)	i	i	i	i	-7	i	i	-2	i	i	-11
43	CCOC(=O)c1cc(=O)c2ccc(OCC(=O)Nc3ccc(F)cc3)cc2o1	i	i	i	i	1	i	i	0	i	i	-3
44	O=C(CN1CCCC1)N1c2ccccc2C=Cc2ccccc21	i	i	-10*	i	0	i	i	2	i	i	-15
45	CCOC(=O)CN1N=C(c2ccc(Cl)cc2)CCC1=O	/	i	i	i	-1	i	i	5	i	i	-4
46	CN(CC(=O)Nc1ccc(S(N)(=O)=O)cc1)c1ccccc1	i	i	i	i	2	i	i	-5	i	i	-7
47	O=C(O)C1=C[C@@H](c2ccc(Br)cc2)C[C@@H](OCCCCO)O1	i	i	i	i	0	i	i	-1	i	i	0
48	COc1ccc(-n2cnc3cc(C(=O)N4CCOCC4)ccc32)cc1	i	i	i	i	-3	i	i	-9	i	i	-5
49	CN(NC(=O)c1ccccc1Cl)c1ncc(C(F)(F)F)cc1Cl	i	i	i	i	10	i	i	-2	i	i	-9
50	COc1ccc(NC(=O)/C(C#N)=C/c2ncc([N+](=O)[O-])n2C)c(OC)c1	i	i	i	i	19	i	i	4	i	i	-2

Additional compounds.
cpd	mol	TMEM16A act	KCNQ1 pot	RGS4 pot	RGS4 inh	SKKanGAS inh	KCNQ1 block	KCNK3 inh	HDAC3 inh	KCNK9 inh	ANO1 block	hERG rescue
51	S=C(NCc1ccncc1)NC1CCCC1	i	i	i	i	5	i	i	3	i	i	-10
52	COc1ccc(S(=O)(=O)Nc2ccccc2C(=O)NCc2ccco2)cc1Br	i	i	i	i	9	i	i	3	i	i	-7
53	O=C(COc1ccccc1Cl)NCC(c1cccs1)N1CCOCC1 (stereo not given)	i	i	i	i	-4	i	i	7	i	i	-5
54	O=c1[nH]c2ccccc2c(=O)n1Cc1ccco1	i	i	i	i	9	i	i	-1	i	i	-7
55	COc1cc(C(=O)Nc2cccc(-c3nc4ccccc4o3)c2C)cc(OC)c1OC	i	i	i	i	6	i	i	/	i	/	-1
56	CC(C)CNc1cc(=O)n(C)c(=O)n1C	i	i	i	i	3	i	i	2	i	i	-6
57	Cc1nc2cc(-c3cccc(F)c3)nn2c(C)c1CCC(=O)NC(C)c1ccc2c(c1)OCCO2 (stereo not given)	i	i	i	i	12	i	i	0	i	i	-4
58	CCCCNC(=O)OCC(CC)NC(=O)OC(C)C (stereo not given)	i	/	/	/	-2	/	i	3	/	i	/
59	COc1ccc([N+](=O)[O-])c2c(=O)ccoc12	i	i	i	i	-1	i	i	-13	i	i	-2
60	COC(=O)c1nc2nc(C)cc(=O)n2[nH]1	i	i	i	i	-5	i	i	3	i	i	-7

Continued.
cpd	mol	TMEM16A act	KCNQ1 pot	RGS4 pot	RGS4 inh	SKKanGAS inh	KCNQ1 block	KCNK3 inh	HDAC3 inh	KCNK9 inh	ANO1 block	hERG rescue
61	Nc1cc(=O)[nH]c(SCC(=O)N2N=C(c3ccc(Cl)cc3)CC2c2ccco2)n1 (stereo not given)	i	i	i	i	7	i	i	2	i	i	-3
62	Cc1ccc(/C=N/NC(=S)NC(C)C)o1	i	i	i	i	2	i	i	1	i	i	-8
63	O=[N+]([O-])c1cccc(/C=N/n2cnnc2)c1	i	i	i	i	-8	i	i	0	i	i	-4
64	Cc1cc2ccccc2cc1CN1CCCCC1	i	i	i	i	1	i	i	0	i	i	-8
65	CC1CN2C(c3ccc([N+](=O)[O-])cc3)=CSC2=N1 (stereo not given)	i	i	i	i	-3	i	i	5	i	i	-2
66	O=C(Cc1ccccc1)NNC(=O)c1cccs1	i	i	i	i	5	i	i	-4	i	i	-5
67	Cc1cc(Cl)ccc1OCC(=O)Nc1ccccc1N1CCOCC1	i	i	i	i	9	i	i	11	i	100*	-5

Bioassay records from PubChem BioAssay.
